SIRT5 block = blocks human SIRT5 desuccinylation of peptide | Purified SirT5, succinyl-peptide AMC, trypsin-coupled fluorescence | Q9NXA8 | inhibition, % at 15 µM | actives 1.1% (n = 330,000); in the data active means inhibition above about 15%
Target sequence (Q9NXA8 whole entry, looked up): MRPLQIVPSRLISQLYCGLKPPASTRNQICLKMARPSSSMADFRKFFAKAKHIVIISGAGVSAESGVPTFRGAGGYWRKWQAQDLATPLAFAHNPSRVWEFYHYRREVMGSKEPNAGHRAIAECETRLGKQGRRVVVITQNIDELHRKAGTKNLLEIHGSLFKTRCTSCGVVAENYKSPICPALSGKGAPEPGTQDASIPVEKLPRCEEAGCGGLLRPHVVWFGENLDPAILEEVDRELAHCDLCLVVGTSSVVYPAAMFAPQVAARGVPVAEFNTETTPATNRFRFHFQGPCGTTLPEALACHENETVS
ERp5 block = ERp5 (human) disulfide isomerase inhibition. actives 0.05% (n = 350,000). ERp5 insulin aggregation, absorbance 650 nm, 90 min. Q15084. inhibition, % at 9.99 µM;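 active means mean replicate inhibition above about 25%, with every replicate also reaching it, limit read from the data, passing the limit was not always enough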
Target sequence (Q15084 whole entry, looked up): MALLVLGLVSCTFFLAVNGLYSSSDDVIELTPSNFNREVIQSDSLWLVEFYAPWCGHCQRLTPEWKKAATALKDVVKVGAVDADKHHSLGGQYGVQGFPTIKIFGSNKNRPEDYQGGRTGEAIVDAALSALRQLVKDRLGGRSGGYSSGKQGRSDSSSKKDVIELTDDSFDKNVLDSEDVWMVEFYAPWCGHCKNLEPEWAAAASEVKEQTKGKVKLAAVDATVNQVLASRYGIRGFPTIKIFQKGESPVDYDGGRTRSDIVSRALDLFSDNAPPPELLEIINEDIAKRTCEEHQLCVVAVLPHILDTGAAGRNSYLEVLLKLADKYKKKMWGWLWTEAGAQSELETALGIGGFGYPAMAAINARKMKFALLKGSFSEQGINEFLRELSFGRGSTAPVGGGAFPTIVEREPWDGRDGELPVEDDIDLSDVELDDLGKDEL
Numbers without * were called inactive; & = joins results of further samples. These rows are one share of the data, so the mix of outcomes need not match the whole.

The line under a structure holds: SIRT5 block, ERp5 block
COC(=O)c1ccc2nc(-c3ccccc3)c(Cc3cccc(Cl)c3)n2c1
  -4, -1
N#C[C@@H]1[C@@H](c2ccccc2C2=CCCCC2)[C@H](CO)N1S(=O)(=O)c1ccccc1
  -1, -7
C/C=C/c1ccc([C@H]2[C@@H](CO)N(CC3CCCCC3)[C@H]2CNC(C)=O)cc1
  1, -1
CCOC(=O)N1CCC(NC(=O)c2cc(C(=O)Nc3ccc(S(=O)(=O)N4CCCCC4)cc3)ccc2CO)CC1
  1, -2
O=C(C[C@@H]1CC[C@H]2[C@@H](COC[C@@H](O)CN2S(=O)(=O)c2ccccc2)O1)NCCN1CCCC1
  -4, -2
O=C(Nc1cccc(F)c1)N1CC(=O)N2[C@H](CO)[C@@H](c3ccc(C#CC4CC4)cc3)[C@@H]2C1
  2, 2
Cc1ccc(-c2nc3c4ccccc4ccn3c2Cc2cccc(Cl)c2)cc1
  -2, -4
CN1OC[C@@H]2CN[C@H](c3ccc(-n4ccnc4)cc3)C[C@@H]21
  1, 0
COCC(=O)N1CC(=O)N2[C@H](CO)[C@@H](c3ccc(C#CC4CCCCC4)cc3)[C@H]2C1
  -4, -2
COc1ccc(-c2ccc([C@@H]3[C@@H](CO)N4C(=O)CN(C(=O)C5CCC5)C[C@H]34)cc2)cc1
  -5, 2
O=C(c1ccc(F)cc1)N1CC(=O)N2[C@@H](CO)[C@H](c3ccc(C#CC4CCCC4)cc3)[C@@H]2C1
  3, 0
CC(C)CC#Cc1ccc([C@@H]2[C@H](CO)N3C(=O)CN(C(=O)Cc4cccnc4)C[C@@H]23)cc1
  -5, 5
C/C=C/c1ccccc1[C@@H]1[C@@H](C#N)N(C(=O)NC2CCCCC2)[C@H]1CO
  0, -3
O=C(NCCc1ccccc1)c1ccccc1NC(=O)C1CCCCC1C(=O)O (stereo not drawn)
  14, -1
COc1ccc(-c2ccc([C@H]3[C@@H](CO)N4C(=O)CN(C(=O)NC(C)C)C[C@@H]34)cc2)cc1
  5, 1
COCC(=O)N1[C@H](CO)[C@@H](c2ccccc2-c2cccc(F)c2)[C@@H]1C#N
  4, 8
O=C(O)C[C@@H]1C=C[C@H](NC(=O)CCN2CCCCC2)[C@@H](CO)O1
  -1, -4
CC(=O)Nc1ccc(OCC(=O)NCc2ccccc2)cc1
  -8, 6
CC1CCN(S(=O)(=O)c2ccc3nc(N4CCN(c5ccccc5)CC4)ccc3c2)CC1
  -5, -4
COc1cc(OC)cc(C2=Cc3ccc(OC)cc3C(CC(C)=O)N2c2ccc(-c3cncnc3)cc2)c1 (stereo not drawn)
  -1, -3

Rewritten with the structure last: entries from further up
SIRT5 block | ERp5 block | SMILES
-5 | 5 | CC(C)CC#Cc1ccc([C@@H]2[C@H](CO)N3C(=O)CN(C(=O)Cc4cccnc4)C[C@@H]23)cc1
0 | -3 | C/C=C/c1ccccc1[C@@H]1[C@@H](C#N)N(C(=O)NC2CCCCC2)[C@H]1CO
14 | -1 | O=C(NCCc1ccccc1)c1ccccc1NC(=O)C1CCCCC1C(=O)O (stereo not drawn)
5 | 1 | COc1ccc(-c2ccc([C@H]3[C@@H](CO)N4C(=O)CN(C(=O)NC(C)C)C[C@@H]34)cc2)cc1
4 | 8 | COCC(=O)N1[C@H](CO)[C@@H](c2ccccc2-c2cccc(F)c2)[C@@H]1C#N

Further records follow.
The line under a structure holds: SIRT5 block, ERp5 block
CN1c2ccc(-c3cccc(F)c3)cc2[C@H]2[C@H](CCN2C(=O)c2cccc(F)c2)[C@H]1CO
  10, -1
CCOC(=O)N1CCN(C(=O)C[C@@H]2C[C@@]3(C(=O)OCC)CCCC=C3N(Cc3ccc(Cl)cc3Cl)C2=O)CC1
  -6, -5
O=C1NC[C@H](CCCCN2C[C@H](Cc3ccccc3)N(CCc3ccc(O)cc3)C(=O)C2=O)N(CCc2ccccc2)C1=O
  3, 1
CC(C)NC(=O)Nc1ccc2c(c1)CC(=O)N([C@@H](C)CO)C[C@H](C)[C@H](CN(C)Cc1ccc(C(=O)Nc3ccccc3N)cc1)O2
  -6, 8
CCCCc1c(-c2ccccc2OC)ncn1CCc1ccccc1
  10, 3
COc1ccc2c3c([nH]c2c1)[C@H](CO)N(C(=O)CN1CCOCC1)CC31CN(Cc2ccccc2)C1
  -6, 0
COC(=O)C1=C(C)N(C)C(=NCc2ccc(C(F)(F)F)cc2)NC1c1ccc(C(F)(F)F)cc1 (stereo not drawn)
  -2, -2
COC(=O)C1=C(C)N(Cc2cccc(C(F)(F)F)c2)C(=NCc2ccc(OC)cc2)NC1c1ccccc1C(F)(F)F (stereo not drawn)
  15*, 0
CCOC(=O)C1=C(COC(=O)c2nc(Cl)ccc2Cl)NC(=O)NC1C (stereo not drawn)
  11, 3
C[C@H](c1ccccc1)N1C[C@H](COCc2ccccc2)Oc2cc(N3CCC[C@H]3CO)ccc2S1(=O)=O
  12, 3
COc1ccc(C)cc1NC(=O)C(Sc1nnc(-c2ccncc2)n1-c1ccc(Cl)cc1)c1ccccc1 (stereo not drawn)
  -4, 0
COC(=O)[C@]12CCCCC=C1N(Cc1ccc3c(c1)OCO3)C(=O)[C@H](CC(=O)N1CCN(C(=O)c3ccco3)CC1)C2
  1, -2
COc1ccc2cc(C(=O)C3CCCN(C(=O)CSc4nnc(C)o4)C3)ccc2c1 (stereo not drawn)
  0, -2
COc1ccc2c3c([nH]c2c1)[C@H](CO)N(C(=O)C1CCCC1)CC31CN(C(=O)NC(C)C)C1
  -1, 0
CC(Sc1ccccc1)C(=O)NNC(=O)c1csc(N2CCOCC2)n1 (stereo not drawn)
  -3, -4
COCC(=O)N1CC(=O)N2[C@H](C1)[C@@H](c1ccc(C#CC3CCCCC3)cc1)[C@@H]2CO
  -2, -2
O=C(C[C@@H]1CC[C@@H](NC(=O)c2ccncc2)[C@H](CO)O1)Nc1ccc(-c2ccccc2)cc1
  -2, -4
Cc1cccc(-c2ccc([C@H]3[C@H]4CN(C(=O)NC5CCCCC5)CC(=O)N4[C@H]3CO)cc2)c1
  0, 6
C/C=C\C(=O)Nc1cccc(C2=NOC3(C2)C[C@@H](C(N)=O)N(C(=O)c2ccc(OC)cc2)C3)c1 (stereo partly drawn)
  -1, 0
COc1cc(CO)c(Br)cc1OCC(N)=O
  -5, -1
N#C[C@@H]1[C@@H](c2ccccc2-c2ccccc2F)[C@@H](CO)N1C(=O)C1CCOCC1
  -1, 3
Cc1ccc(S(=O)(=O)N2CC3C(=O)C[C@@H](c4ccccc4)N(S(=O)(=O)c4cccc(Cl)c4)C3CC2c2ccccc2)cc1 (stereo partly drawn)
  -8, 0
COC(c1ccccc1)c1nnc(CCC(=O)NCc2cccc(-n3cccn3)c2)o1 (stereo not drawn)
  -7, 0
O=C(c1ccc(F)cc1)N1CC(=O)N2[C@H](C1)[C@@H](c1ccc(C#CCC3CCCC3)cc1)[C@@H]2CO
  -3, -3
CCNC(=O)Nc1ccc2c(c1)C(=O)N(C)[C@H]1CC[C@H](CC(=O)Nc3ccccc3OC)O[C@@H]1CO2
  0, 10
C[C@H]1CN([C@@H](C)CO)C(=O)c2cccc(NC(=O)Nc3ccc(F)cc3)c2O[C@@H]1CN(C)Cc1ccc(C(=O)Nc2ccccc2N)cc1
  -4, 3
CCCC#Cc1cnc2c(c1)C(=O)N([C@H](C)CO)C[C@@H](C)[C@H](CN(C)C(=O)C1CCOCC1)O2
  -4, -2
N#C[C@@H]1[C@H](c2ccccc2C2=CCCCC2)[C@H](CO)N1C(=O)c1ccccn1
  8, -2
C=CCN1[C@@H](Cc2ccccc2)COc2cc(N3CCSCC3)ccc2S1(=O)=O
  -1, 7
CCN(c1ccccc1)S(=O)(=O)c1ccc(Cl)c(NC(=O)COC(=O)c2ccc[nH]c2=O)c1
  2, 3
O=C(Cc1ccccc1)N1CC2(C1)[C@H](c1ccccc1)[C@@H](CO)N2S(=O)(=O)Cc1ccccc1
  1, -1
O=C1CN(S(=O)(=O)c2cccc(F)c2)C[C@H]2[C@@H](c3ccc(-c4ccccc4)cc3)[C@H](CO)N12
  3, 2
COc1cc(/C=C/c2sc3ccccc3[n+]2CCCS(=O)(=O)[O-])ccc1O
  2, -1
COc1ccc(N2C(=O)c3ccccc3NC(=O)C2C(=O)NCC(C)C)cc1 (stereo not drawn)
  -7, -1
Cc1cccc(C)c1NC(=O)C(CCc1ccccc1)N1CCN(C)CC1 (stereo not drawn)
  0, 5
O=C(c1cccc(F)c1)N1CC(=O)N2[C@@H](CO)[C@@H](c3ccc(C4=CCCC4)cc3)[C@@H]2C1
  0, -2
CC(C)N(C[C@H]1N[C@H](CO)[C@@H]1c1ccc(C2=CCCCC2)cc1)C(=O)CN(C)C
  5, -5
O=C(CSc1nnc(-c2ccncc2)o1)NCc1ccccc1Cl
  0, 0
C[C@@H]1CN([C@@H](C)CO)C(=O)c2c(c3ccccc3n2C)-c2ccccc2CO[C@H]1CN(C)Cc1cccc(C(=O)Nc2ccccc2N)c1
  17*, 3
O=C(C1CCCC1)N1CC2(C1)[C@H](c1ccccc1)[C@@H](CO)N2CCC(F)(F)F
  11, -3

N#C[C@@H]1[C@@H](c2ccccc2C2=CCCC2)[C@H](CO)N1C(=O)Cc1ccncc1
- SIRT5 block: 1
- ERp5 block: 1
COc1cccc(C#Cc2ccc([C@@H]3[C@H](CO)N4C(=O)CN(S(=O)(=O)c5ccccc5C)C[C@@H]34)cc2)c1
- SIRT5 block: -5
- ERp5 block: 5
O=C(Nc1ccc(F)cc1)N1[C@@H]2CNC[C@H]1C2c1ccc(/C=C/c2ccccc2)cc1 (stereo partly drawn)
- SIRT5 block: 3&8
- ERp5 block: 7&3
O=C(CN1CCOCC1)N1CC(=O)N2[C@H](C1)[C@H](c1ccc(C3=CCCCC3)cc1)[C@@H]2CO
- SIRT5 block: 3
- ERp5 block: 18
CC1(C)CN(O)CCN1O
- SIRT5 block: 2
- ERp5 block: -3
O=C(NC1Cc2ccccc2C1)[C@H]1[C@H](CO)[C@H]2Cn3c(ccc(C4=CCCCC4)c3=O)[C@H]2N1CC1CC1
- SIRT5 block: 0
- ERp5 block: -3
COc1ccc(OCC(=O)Nc2ccccc2C(=O)NC(C)C)cc1
- SIRT5 block: -3
- ERp5 block: 3
c1ccc(-c2cc3c(N4CCCC4)ncnc3s2)cc1
- SIRT5 block: 1
- ERp5 block: 5
CCCCC[C@@H](C)N1C[C@@H](COCc2ccccc2)Oc2cc(N3CCC[C@H]3C(N)=O)ccc2S1(=O)=O
- SIRT5 block: 0
- ERp5 block: 5
CCCNC(=O)N1CC2(C1)[C@@H](c1ccccc1)[C@@H](CO)N2C(=O)C1CCCC1
- SIRT5 block: 0
- ERp5 block: 2

Ordered by count of non-hydrogen atoms (ascending): 4 of the compounds above.
c1ccc(-c2cc3c(N4CCCC4)ncnc3s2)cc1
- SIRT5 block: 1
- ERp5 block: 5
COc1ccc(OCC(=O)Nc2ccccc2C(=O)NC(C)C)cc1
- SIRT5 block: -3
- ERp5 block: 3
CCCNC(=O)N1CC2(C1)[C@@H](c1ccccc1)[C@@H](CO)N2C(=O)C1CCCC1
- SIRT5 block: 0
- ERp5 block: 2
O=C(CN1CCOCC1)N1CC(=O)N2[C@H](C1)[C@H](c1ccc(C3=CCCCC3)cc1)[C@@H]2CO
- SIRT5 block: 3
- ERp5 block: 18

Additional structures
Cc1cccc(C)c1N1C(=O)c2ccccc2NC(=O)C1C(=O)NCc1ccco1 (stereo not drawn)
- SIRT5 block: 5
- ERp5 block: -4
O=C(OCCO)c1c(C2=CCCCC2)oc2c1C(OCCO)CCC2 (stereo not drawn)
- SIRT5 block: 1
- ERp5 block: 4
Cc1[nH]nc2c1C(c1ccc(F)cc1)N(c1ccccc1)C2=O (stereo not drawn)
- SIRT5 block: -2
- ERp5 block: 3
O=C(C[C@H]1CC[C@@H](NC(=O)Nc2ccccc2F)[C@@H](CO)O1)NCc1ccc(F)cc1
- SIRT5 block: 0
- ERp5 block: 8
CNC(=S)N(Cc1ccc(OC)cc1)C1CC(=O)N(c2ccc(C(=O)OC)cc2)C1=O (stereo not drawn)
- SIRT5 block: 1
- ERp5 block: 5
COCCN1C(=O)CN(S(C)(=O)=O)CC1(C)C(=O)Nc1c(C)cccc1C (stereo not drawn)
- SIRT5 block: -1
- ERp5 block: 5
CCCNC(=O)[C@@H]1[C@@H](CO)[C@@H]2Cn3c(ccc(-c4cccc(OC)c4)c3=O)[C@H]1N2CC
- SIRT5 block: -10
- ERp5 block: 1
CCOC(=O)N1CCN(C(C(=O)NC2CCCC2)C(C)C)CC1 (stereo not drawn)
- SIRT5 block: 1
- ERp5 block: 0
C[C@@H]1CN([C@H](C)CO)C(=O)c2ccccc2-c2ccccc2CO[C@@H]1CN(C)C(=O)Nc1ccccc1
- SIRT5 block: -1
- ERp5 block: 2
CCC(=O)N1CC2(CCN(C(=O)Nc3c(C)noc3C)CC2)c2c([nH]c3cc(OC)ccc23)[C@@H]1CO
- SIRT5 block: -3
- ERp5 block: -6

Looked up above.
CCOC(=O)N1CCN(C(C(=O)NC2CCCC2)C(C)C)CC1 (stereo not drawn) in SIRT5 block is listed with 1
COCCN1C(=O)CN(S(C)(=O)=O)CC1(C)C(=O)Nc1c(C)cccc1C (stereo not drawn) in SIRT5 block is listed with -1
CCCNC(=O)[C@@H]1[C@@H](CO)[C@@H]2Cn3c(ccc(-c4cccc(OC)c4)c3=O)[C@H]1N2CC in ERp5 block is listed with 1

(further entries)
CC(=O)N1CC2(C1)[C@H](c1ccc(-c3cccc(F)c3)cc1)[C@@H](CO)N2CC1CCOCC1
- SIRT5 block: 3
- ERp5 block: -2
Nc1[nH]c(C(=O)c2ccccc2)c(-c2cccc3ccccc23)c1C(=O)c1ccc(Br)cc1
- SIRT5 block: -1
- ERp5 block: -1
CCOC(=O)C1(Cc2ccc(OC)cc2)CCN(C(=O)c2cccc3nccnc23)CC1
- SIRT5 block: -8
- ERp5 block: 2
Cc1ccccc1NC(=O)c1ccc(Cl)c(NC(=O)c2cccnc2)c1
- SIRT5 block: -5
- ERp5 block: -3
O=C(NCc1cccnc1)Nc1cccc(F)c1
- SIRT5 block: -3
- ERp5 block: -4
CN(C)C(=O)c1cccc(-c2ccccc2[C@@H]2[C@@H](CO)N(C(=O)C3CCCCC3)[C@H]2C#N)c1
- SIRT5 block: 6
- ERp5 block: 2

Screening results as filed in PubChem.
